Screening results deposited in PubChem BioAssay by several laboratories.
NadD block – inhibitors of S. aureus NadD, primary screen, biochemical, colorimetric, uHTS | inhibition, % at 20 µM | 360,000 compounds, 0.78% hits | AID 602399, 2012 | Nicotinate-nucleotide adenylyltransferase NadD (Staphylococcus aureus N315) | purified NadD enzyme, colorimetric absorbance read-out; in the data active = inhibition above about 26%; note: some compounds past the cut are filed as inactive
Rpn11 inh – Rpn11 (PSMD14) deubiquitinase inhibitors, primary screen, biochemical, fluorescence polarization, uHTS | 26S proteasome non-ATPase regulatory subunit 14 (Homo sapiens), O00487 | calls only at 20 µM | AID 588493, 2011 | human 26S proteasome, Ub4-pepOG fluorescence polarization; 20S core pre-blocked with epoxomicin | 360,000 compounds, 0.59% hits;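 active = inhibition at 20 µM, scaled to each plate's controls, above about 33%, limit read from the data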
Target sequence (O00487 whole entry, looked up): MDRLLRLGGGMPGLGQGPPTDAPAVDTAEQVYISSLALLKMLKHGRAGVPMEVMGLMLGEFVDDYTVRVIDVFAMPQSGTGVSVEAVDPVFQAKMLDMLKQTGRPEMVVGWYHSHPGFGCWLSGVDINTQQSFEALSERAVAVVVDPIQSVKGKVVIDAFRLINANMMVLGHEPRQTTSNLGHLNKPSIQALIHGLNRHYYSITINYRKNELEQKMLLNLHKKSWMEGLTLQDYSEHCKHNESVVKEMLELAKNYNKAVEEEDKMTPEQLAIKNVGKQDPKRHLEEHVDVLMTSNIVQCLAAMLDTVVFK
TbMetRS inhib – T. brucei MetRS inhibitors, primary screen, biochemical, luminescence; methionyl-tRNA synthetase (Trypanosoma brucei brucei); purified T. brucei MetRS, ATP depletion, Kinase-Glo luminescence; inhibition, % at 11.9 µM; 360,000 compounds, 0.4% hits; AID 624268, 2012;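 active = inhibition above a per-plate cutoff of the control wells' mean inhibition plus 3 SD, cut at about 5.5% in these data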;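 note: 0% = DMSO wells median and 100% = median of wells with control inhibitor compound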
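Material: T. brucei methionyl-tRNA synthetase, purified; reagent: substrates ATP, L-methionine and bulk Escherichia coli tRNA; dosing: 11.9 µM single point; timing: 15 min plus 2 h at 25 °C; detection: luminescence of leftover ATP; evaluation: % inhibition; control set: DMSO-only wells as low control; replicates: singlicate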
Scp-1 inhibitor – Scp-1 phosphatase inhibitors, primary screen, biochemical, colorimetric, uHTS. Carboxy-terminal domain RNA polymerase II polypeptide A small phosphatase 1 (Homo …. Recombinant Scp1, phosphopeptide, malachite green phosphate absorbance. inhibition, % at 20 µM. 340,000 compounds, 0.88% hits. AID 493091, 2011;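 active = inhibition above about 50% at 20 µM, limit read from the data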;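 note: plate controls were DMSO wells with enzyme for no effect and wells lacking enzyme for full effect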
Target sequence (Q9GZU7 76-261 limits assumed): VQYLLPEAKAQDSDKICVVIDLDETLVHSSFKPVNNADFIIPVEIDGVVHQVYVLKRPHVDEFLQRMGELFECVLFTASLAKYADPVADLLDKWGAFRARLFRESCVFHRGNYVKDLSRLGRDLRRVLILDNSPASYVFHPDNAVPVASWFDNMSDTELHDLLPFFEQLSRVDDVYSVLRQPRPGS
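Incubation: 45 min enzyme reaction at room temperature / System: truncated SCP-1 phosphatase (76-261aa) / Reagent: Phospho 17-mer peptide substrate / Buffer or medium: Acidic Tris acetate buffer with magnesium and detergent / Signal: absorbance at 630 nm / Doses: one concentration, 20 µM, with 1.0% DMSO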
SUMO1 PPI mod – modulators of SUMO1 protein-protein interactions, primary screen, biochemical, uHTS; Small ubiquitin-related modifier 1 (Homo sapiens), P63165; SUMO1 binding to a labelled peptide, TR-FRET, 1 h; inhibition, % at 20 µM; 360,000 compounds, 0.33% hits; AID 602429, 2012; in the data active = inhibition above about 37%
Target sequence (P63165 whole entry, looked up): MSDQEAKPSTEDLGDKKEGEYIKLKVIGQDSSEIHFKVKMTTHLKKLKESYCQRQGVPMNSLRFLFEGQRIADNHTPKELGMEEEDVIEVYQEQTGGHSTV
LMPTP block – LMPTP phosphatase inhibitors, primary screen, biochemical, fluorescence intensity, uHTS; recombinant LMPTP-A, OMFP fluorogenic substrate; 360,000 compounds, 0.22% hits; AID 651560, 2012; inhibition, % at 20 µM; Low molecular weight phosphotyrosine protein phosphatase (Homo sapiens), P24666;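 active = compounds that cut the enzyme signal by at least half of the control window in the single-dose screen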;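 note: plate controls were DMSO wells with enzyme plus substrate for no effect and substrate without enzyme for full effect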
Target sequence (P24666 whole entry, looked up): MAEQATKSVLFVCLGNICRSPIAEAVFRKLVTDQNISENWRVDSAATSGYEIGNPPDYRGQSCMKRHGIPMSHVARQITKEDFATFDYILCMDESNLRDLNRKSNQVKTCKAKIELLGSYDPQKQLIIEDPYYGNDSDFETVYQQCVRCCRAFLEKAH
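Assay system: LMPTP-A phosphatase enzyme | Input: 0.625 nM enzyme | Also added: Fluorogenic phosphatase substrate OMFP at 400 µM final | Compound dosing: One test concentration per compound, 20 µM, with 3% DMSO overall | Schedule: 50 min enzyme reaction at room temperature, protected from light | Signal: Fluorescence intensity | Benchmarks: no-enzyme and uninhibited controls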
DNMT1 block – human DNMT1 methyltransferase inhibitors, primary screen, biochemical, molecular beacon, fluorescence, HinP1I cleavage, uHTS; DNA (cytosine-5)-methyltransferase 1 (Homo sapiens), P26358; inhibition (reported as % activation of signal), % at 10 µM; 360,000 compounds, 0.83% hits; AID 588458, 2011; in the data active = inhibition above about 50%
PABP1 MLLE inh – inhibitors of PABP1 MLLE–PAM2 peptide binding, primary screen, biochemical, fluorescence polarization, FITC-PAM2, GST-MLLE; Polyadenylate-binding protein 1 (Homo sapiens), P11940; inhibition, % at 20 µM; 360,000 compounds, 0.36% hits; in the data active = inhibition above about 35%, passing the limit was not always enough;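 note: plate controls were DMSO wells with GST-MLLE for no effect and wells lacking GST-MLLE protein for full effect; some results filed as inactive read as strong as hits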
STEP block – STEP phosphatase inhibitors, primary screen, biochemical, fluorescence intensity, uHTS; Tyrosine-protein phosphatase non-receptor type 5 (Homo sapiens), P54829; AID 588621, 2011; recombinant STEP, OMFP fluorogenic substrate; inhibition, % at 20 µM; 360,000 compounds, 0.25% hits;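 active = inhibition at 20 µM, scaled per plate between control wells, above about 37%, limit read from the data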;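 note: 0% = DMSO with enzyme and substrate and 100% = substrate only without enzyme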
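Also added – OMFP at 25 µM · Test system – STEP tyrosine phosphatase · Technique – FITC-channel fluorescence of OMFP product · Schedule – 20 min at room temperature, dark · Evaluation – control-normalized % inhibition with plate pattern correction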
CSN deneddyl inh – inhibitors of CSN-mediated cullin deneddylation, primary screen, biochemical, fluorescence polarization, uHTS; COP9 signalosome complex subunit 5 (Homo sapiens), Q92905; Purified CSN, SCF-Nedd8-OG deneddylation; inhibition, % at 12.5 µM; 360,000 compounds, 0.38% hits; AID 651999, 2013;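 active = pattern-corrected inhibition above about 35%, with an unprinted fluorescence ratio check between 0.5 and 1.5, limit read from the data, passing the limit was not always enough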;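 note: 0% = enzyme with substrate and 100% = substrate without enzyme; some results filed as inactive read as strong as hits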
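Detection – fluorescence polarization · System – HEK293T-derived human Csn5 enzyme · Controls – substrate-only high control, full reaction low control · Timing – 90 min, room temperature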
* marks the source's active call; other numbers are inactive results; i = inactive; . = no result given; + = active, no number; & = joins results of further samples. Outcome played no part in choosing rows; any-hit rate near 3.6%.

SMILES | NadD block | Rpn11 inh | TbMetRS inhib | Scp-1 inhibitor | SUMO1 PPI mod | LMPTP block | DNMT1 block | PABP1 MLLE inh | STEP block | CSN deneddyl inh
COCCCNC(=O)c1ccccc1NS(=O)(=O)c1ccc(C)cc1 | 7 | i | -0.4 | -2 | 4 | -0.5 | 3 | -6 | -1 | -2
COC(=O)Cc1ccc(NC(=S)N2CCN(C)CC2)cc1 | 2 | i | -0.5 | -6 | 5 | -3.2 | -3 | -3 | -2 | 5
Cc1ccc(N(CC(=O)NC2CCCC2)C(=O)c2ccc(C)s2)cc1 | -7 | i | 1.7 | -9 | -9 | 1.2 | -2 | -12 | -2 | -2
CC(=O)c1cccc(NC(=O)C2(c3ccccc3)CC2(Cl)Cl)c1 (stereo not drawn) | -2 | i | -0.6 | -5 | 1 | 1.0 | -1 | -13 | 1 | 1
Cc1cc2c(SCC(=O)NC3CCCC3)ncnc2s1 | 0 | i | 0.3 | 3 | 3 | -0.6 | -1 | 5 | 0 | 0
CC(=O)c1cccc(NC(=O)Nc2csc3c2CCCC3)c1 | 0 | i | -0.5 | 2 | -3 | 1.5 | -1 | 7 | -2 | 4
CCn1c2ccccc2c2cc(CN3CCN(Cc4cc(OC)ccc4O)CC3)ccc21 | 1 | i | -0.9 | -1 | 3 | 4.0 | -11 | 11 | 4 | 2
O=C(Nc1ccccn1)c1onc2c1CCCC2 | 1 | i | -2.1 | 50* | -2 | 1.0 | 4 | 2 | -1 | -3
COC(=O)c1cc2ccccc2oc1=O | -7 | i | 0.1 | -4 | -20 | -2.1 | 3 | -5 | 1 | 7
CCCn1c2ccccc2c2cnn(CC(=O)NCCOC)c(=O)c21 | -7 | i | 0.4 | -3 | -7 | 1.3 | 0 | -7 | -1 | 1
CC1CCCCN1S(=O)(=O)c1ccc(C(=O)N(CCCN(C)C)c2nc3ccc(Br)cc3s2)cc1 (stereo not drawn) | 0 | i | -0.3 | 9 | -46 | -0.8 | -3 | -14 | 4 | 3
C[C@@]12CCC=C[C@H]1[C@H](c1ccc(C(F)(F)F)cc1)N(Cc1ccccc1)C2=O | 0 | i | -0.1 | 0 | 11 | 2.0 | 3 | 2 | 4 | 1
OCCN(CC#CC(O)(c1ccccc1)c1ccccc1)CCO | -4 | i | -0.1 | -7 | 3 | -0.1 | 1 | 4 | 1 | 2
O=S(=O)(c1ccccc1)N1CCN(CCO)CC1 | 6 | i | -0.5 | -2 | 7 | -0.3 | 1 | -5 | -3 | -4
CN1CCN(S(=O)(=O)c2ccc(N(C)Cc3ccc(C(F)(F)F)cc3)c([N+](=O)[O-])c2)CC1 | -2 | i | -0.5 | -3 | -18 | -2.1 | 6 | 7 | 0 | 2
Cc1c(NC(=O)C(=O)/C=C(/O)c2ccccc2)c(=O)n(-c2ccccc2)n1C | 5 | i | 0.2 | -5 | -2 | -1.9 | -5 | -10 | -2 | 2
Cc1nc(NCc2ccco2)c(C#N)c2c1COC(C)(C)C2 | -2 | i | -1.0 | -5 | 1 | -0.2 | 1 | -7 | -6 | -1
CCN1CCc2nc3sc(C(=O)Nc4cccnc4Cl)c(N)c3cc2C1 | 8 | i | -0.6 | -9 | 7 | 26 | -15 | -21 | -1 | 3
Cc1cc2cc(CN(Cc3cccs3)Cc3nnnn3CC3CCCO3)c(=O)[nH]c2cc1C (stereo not drawn) | 3 | i | -0.2 | -4 | -1 | 1.3 | -2 | -1 | 2 | 1
CCOC(=O)N1CCC(NS(=O)(=O)c2ccc3c(c2)C(C)(C)C(=O)N3C)CC1 | -7 | i | -0.2 | -2 | 0 | -1.1 | -1 | -12 | 0 | 3

Profiles, quoted from the list. Values in the order: NadD block, Rpn11 inh, TbMetRS inhib, Scp-1 inhibitor, SUMO1 PPI mod, LMPTP block, DNMT1 block, PABP1 MLLE inh, STEP block, CSN deneddyl inh
C[C@@]12CCC=C[C@H]1[C@H](c1ccc(C(F)(F)F)cc1)N(Cc1ccccc1)C2=O as listed: 0, i, -0.1, 0, 11, 2.0, 3, 2, 4, 1
CC(=O)c1cccc(NC(=O)C2(c3ccccc3)CC2(Cl)Cl)c1 (stereo not drawn) as listed: -2, i, -0.6, -5, 1, 1.0, -1, -13, 1, 1
Cc1ccc(N(CC(=O)NC2CCCC2)C(=O)c2ccc(C)s2)cc1 as listed: -7, i, 1.7, -9, -9, 1.2, -2, -12, -2, -2
Cc1cc2c(SCC(=O)NC3CCCC3)ncnc2s1 as listed: 0, i, 0.3, 3, 3, -0.6, -1, 5, 0, 0

Later entries.
SMILES | NadD block | Rpn11 inh | TbMetRS inhib | Scp-1 inhibitor | SUMO1 PPI mod | LMPTP block | DNMT1 block | PABP1 MLLE inh | STEP block | CSN deneddyl inh
CCC(CC)C(=O)Nc1c2cnn(-c3ccccc3)c2nc(=O)n1-c1ccccc1 | 3 | i | -0.7 | 5 | 2 | -0.2 | 1 | -8 | -1 | -7
Cc1cc(C)cc(-n2c(C)cc(/C=N\NC(=O)COc3cccc4cccnc34)c2C)c1 | 10 | i | -0.1 | 1 | 2 | 4.0 | -16 | -14 | 1 | 6
CCCCc1ccc(NC(=O)CSC2=C(C#N)C(c3ccco3)C3=C(CCCC3=O)N2)cc1 (stereo not drawn) | 20 | i | -0.6 | -13 | -3 | 5.2 | -5 | -10 | 3 | 0
C/C(=N\NC(=O)C1CC1)c1ccc(C)cc1C | 0 | i | -0.3 | -2 | 6 | -0.5 | 11 | 3 | 5 | 1
O=C1Nc2ccc(Br)cc2C1=C1CCCCC1 | -4 | i | 0.8 | -5 | -6 | 1.3 | -7 | 5 | -2 | 0
CCc1nnc(NS(=O)(=O)c2ccc(NCc3cc(Cl)ccc3O)cc2)s1 | 8 | i | 2.8 | -1 | 13 | 0.5 | 2 | 1 | -5 | 4
CCCOc1ccc(F)cc1-c1cc(C(=O)Nc2ccc(F)cc2)[nH]n1 | -3 | i | 0.3 | . | 4 | 0.3 | -1 | -9 | -1 | 3
CC(C)(C)S(=O)N1Cc2cc(=O)n(Cc3ccccc3)cc2[C@H]1CCO (stereo partly drawn) | 6 | i | 0.3 | -8 | -3 | -1.0 | -5 | 2 | 0 | -1
COc1nc(N/N=C/c2ccc(-c3ccccc3[N+](=O)[O-])o2)nc(N2CCOCC2)n1 | 9 | i | 0.4 | -5 | -5 | 2.0 | -9 | 2 | 2 | -5
O=C(OCc1ccc([N+](=O)[O-])cc1)c1cc(=O)c2ccccc2o1 | -8 | i | -0.4 | 6 | -20 | -2.0 | 0 | -4 | -2 | -3
OCC1(Cc2cccc(Cl)c2)CCCN(Cc2cnn(-c3ccccc3)c2)C1 (stereo not drawn) | -10 | i | -0.3 | -6 | 2 | -1.1 | 2 | -6 | 2 | 1
O=C(O)CC(NC(=O)C12CC3CC(CC(C3)C1)C2)c1ccc2c(c1)OCO2 (stereo not drawn) | -3 | i | -0.6 | 3 | -5 | -0.7 | 0 | 9 | -1 | 0
Cc1ccc(/C=C2\SC(=S)N(C3CCS(=O)(=O)C3)C2=O)o1 (stereo not drawn) | 10 | + | -0.6 | 1 | -15 | 2.2 | -2 | 13 | 2 | 31
CCCCCCCn1c(C)nnc1-c1cnn(C)c1N | 2 | i | -0.1 | -5 | 1 | -0.3 | 0 | -5 | 2 | -4
CCC1Nc2ncnc(N3CCN(c4ccccc4)CC3)c2N(Cc2ccccc2)C1=O (stereo not drawn) | 4&-2 | i | 0.4&-0.2 | -2 | -3&5 | -0.8&1.0 | -1&-5 | 5&4 | 1&2 | 0&-1
COc1ccc(CCNC(=O)c2ccc(Cl)cc2)cc1OC | 0 | i | -1.0 | 2 | 2 | 0.2 | 1 | 2 | 0 | 0
COc1cc(NC(=O)CN2CCN(Cc3ccc4c(c3)OCO4)CC2)cc(OC)c1 | -1 | i | -0.5 | 0 | 2 | -1.6 | 8 | -6 | -1 | 2
N/C(Cc1ccc([N+](=O)[O-])cc1)=N\OC(=O)c1ccccc1F | -5 | i | -0.2 | -5 | -18 | 1.4 | -4 | 12 | 0 | -3
Cc1ccc(CNC(=O)c2ccc(N3CCC4(CC3)CC(c3cccc(Br)c3)=NO4)c([N+](=O)[O-])c2)cc1 | 10 | i | -0.3 | -11 | -1 | 1.5 | 2 | -8 | 4 | 5
O=S(=O)(c1c(Cl)cc(Br)cc1Cl)N1CCN(C(=S)NC2CC2)CC1 | 0 | i | -0.4 | 2 | -3 | 4.4 | -2 | -115 | 3 | 1
CCOc1ccccc1NC(=O)c1ccc(S(=O)(=O)N(C)C)cc1 | -5 | i | -1.3 | 4 | 2 | 0.0 | 4 | 8 | 0 | -3
c1cc(-c2ccc(CN3CCOCC3)cc2)n2ccnc2c1 | 0 | i | -0.2 | . | -11 | 1.1 | -4 | -21 | -1 | -2

Two entries from above in another layout.
> O=C(Nc1ccccn1)c1onc2c1CCCC2
  NadD block: 1 | Rpn11 inh: i | TbMetRS inhib: -2.1 | Scp-1 inhibitor: 50* | SUMO1 PPI mod: -2 | LMPTP block: 1.0 | DNMT1 block: 4 | PABP1 MLLE inh: 2 | STEP block: -1 | CSN deneddyl inh: -3
> O=C(O)CC(NC(=O)C12CC3CC(CC(C3)C1)C2)c1ccc2c(c1)OCO2 (stereo not drawn)
  NadD block: -3 | Rpn11 inh: i | TbMetRS inhib: -0.6 | Scp-1 inhibitor: 3 | SUMO1 PPI mod: -5 | LMPTP block: -0.7 | DNMT1 block: 0 | PABP1 MLLE inh: 9 | STEP block: -1 | CSN deneddyl inh: 0
